A3G deaminase: APOBEC3G DNA deaminase inhibitors, primary screen, biochemical, fluorescence, single-stranded DNA substrate, uHTS; recombinant A3G, ssDNA deamination FAM/TAMRA fluorescence; inhibition, % at 20 µM; DNA dC->dU-editing enzyme APOBEC-3G (Homo sapiens), Q9HC16; 330,000 compounds, 0.28% hits;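 active means inhibition of at least 40% at 20 µM, with no more than 30% in the related APOBEC3A deaminase screen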;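 further: plate controls were DMSO wells with A3G for no effect and wells lacking A3G enzyme for full effect; some compounds called inactive have numbers as strong as hits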
Target sequence (Q9HC16 whole entry, looked up): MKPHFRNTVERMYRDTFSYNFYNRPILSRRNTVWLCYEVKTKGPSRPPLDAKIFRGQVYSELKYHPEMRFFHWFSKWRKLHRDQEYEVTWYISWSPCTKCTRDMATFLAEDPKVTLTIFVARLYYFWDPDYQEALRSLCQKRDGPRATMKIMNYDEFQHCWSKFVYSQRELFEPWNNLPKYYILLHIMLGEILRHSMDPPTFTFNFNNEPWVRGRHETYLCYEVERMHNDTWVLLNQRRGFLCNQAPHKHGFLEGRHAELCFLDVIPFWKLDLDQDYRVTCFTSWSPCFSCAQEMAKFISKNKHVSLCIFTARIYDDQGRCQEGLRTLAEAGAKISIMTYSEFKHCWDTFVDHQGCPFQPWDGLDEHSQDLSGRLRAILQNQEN
mIAP act: activators of mouse IAP, primary screen, biochemical, luminescence, uHTS; muIAP, CDP-Star luminescence, 30 min; active compounds read high; 1 = vehicle-only enzyme signal, 0 = enzyme-free wells; intestinal alkaline phosphatase [Mus musculus]; activation factor at 10 µM; 330,000 compounds, 0.24% hits;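 active means activation factor of at least 2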; further: the source names both 10 and 20 µM as test concentration; values of inactives mirror those of a sister screen read the other way
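System: Mouse IAP enzyme | Also added: CDP-Star substrate | Dosing: Compounds dispensed in DMSO | Schedule: 30 min enzyme-substrate-compound incubation at room temperature | Technique: Chemiluminescence readout | Control set: DMSO-only wells and no-enzyme negative control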
MPTP block: mitochondrial permeability transition pore inhibitors, primary screen, biochemical, isolated mouse mitochondria, absorbance | Ca2+ swelling absorbance, 30 min | inhibition, % at 10 µM | 360,000 compounds, 1.4% hits;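 active means inhibition of 50% or more, scaled per plate between neutral and stimulator controls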;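 further: 0% = DMSO wells given calcium and 100% = 1 mM EGTA wells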
MIN6 prolif: inducers of MIN6 beta-cell proliferation, primary screen, ATP luminescence, uHTS; proliferation, % at 10 µM; 330,000 compounds, 0.29% hits; MIN6 cells proliferation, ATPlite luminescence, 48 h; cells starved in 0.2% serum; 100% = growth in 10% serum;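 active means compounds whose signal lies at least 3.5 SD above the mean of all wells on their plate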;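 further: 0% = DMSO-treated cells in low-serum medium and 100% = 10% serum control; some compounds called inactive have numbers as strong as hits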
mIAP block: inhibitors of mouse IAP, primary screen, biochemical, luminescence, uHTS; inhibition, % at 10 µM; intestinal alkaline phosphatase [Mus musculus]; purified mouse IAP, CDP-Star luminescence, 30 min; AID 2806, 2010; 330,000 compounds, 0.2% hits;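 active means inhibition of at least 40% at 10 µM in the primary screen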;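 further: plate controls were DMSO with enzyme for no effect and no enzyme wells for full effect; values of inactives mirror those of a sister screen read the other way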
hIAP inh: human IAP inhibitors, primary screen, biochemical, luminescence, uHTS | AID 2544, 2010 | purified IAP, CDP-Star luminescence, 30 min | inhibition, % at 10 µM | 330,000 compounds, 0.12% hits;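 active means inhibition reaching a set limit with compound at 10 µM in the primary screen, cut at about 35% in these data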;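 further: plate controls were DMSO wells with enzyme for no effect and no-enzyme buffer wells for full effect; values of inactives mirror those of a sister screen read the other way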
Target sequence (P09923 whole entry, looked up): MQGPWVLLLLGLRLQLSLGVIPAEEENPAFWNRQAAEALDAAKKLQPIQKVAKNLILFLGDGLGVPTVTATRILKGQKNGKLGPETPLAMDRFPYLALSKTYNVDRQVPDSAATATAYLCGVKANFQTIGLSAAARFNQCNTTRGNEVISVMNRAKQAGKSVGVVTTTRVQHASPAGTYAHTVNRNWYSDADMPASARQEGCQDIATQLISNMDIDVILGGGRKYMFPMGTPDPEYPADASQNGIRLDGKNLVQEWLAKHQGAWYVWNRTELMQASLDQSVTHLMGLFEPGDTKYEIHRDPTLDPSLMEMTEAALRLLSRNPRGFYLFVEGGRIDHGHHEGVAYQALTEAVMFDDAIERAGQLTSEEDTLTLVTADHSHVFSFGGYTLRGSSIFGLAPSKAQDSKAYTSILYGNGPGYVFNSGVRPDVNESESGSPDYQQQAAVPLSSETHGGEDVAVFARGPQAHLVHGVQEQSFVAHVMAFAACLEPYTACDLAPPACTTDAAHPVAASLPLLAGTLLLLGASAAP
APOBEC3A inh: APOBEC3A ssDNA deaminase inhibitors, primary screen, selectivity assay for APOBEC3G inhibitor project, biochemical, FAM/TAMRA oligo cleavage fluorescence; recombinant A3A, FAM/TAMRA ssDNA deamination fluorescence; DNA dC->dU-editing enzyme APOBEC-3A (Homo sapiens), P31941; 330,000 compounds, 0.41% hits; inhibition, % at 20 µM;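 active means at least 40% inhibition at 20 µM here, with at most 30% in a related deaminase screen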;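 further: plate controls were A3A with DMSO for no effect and wells lacking A3A enzyme for full effect; some results filed as inactive read as strong as hits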
hIAP activ: human IAP activators, primary screen, biochemical, luminescence, uHTS; purified human IAP, CDP-Star luminescence, 30 min; active compounds read high; 1 = vehicle-only enzyme, 0 = enzyme-free background; activation factor at 10 µM; 330,000 compounds, 0.16% hits; AID 2524, 2010;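 active means activation factor of the enzyme at least 2-fold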; further: the source names both 10 and 20 µM as test concentration; values of inactives mirror those of a sister screen read the other way
NR3A LBD binder: binders of NR3A ligand-binding domain, primary screen, biophysical, differential scanning fluorimetry, uHTS | Glutamate receptor ionotropic, NMDA 3A (GRIN3A) ligand-binding domain | NR3A LBD differential scanning fluorimetry, Tm shift; 0% = protein alone, 100% = glycine-bound protein | Tm shift relative to glycine control, % at 25 µM | 340,000 compounds, 2.5% hits | AID 1259313, 2017;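 active means melting temperature shift of at least 10% of the positive control shift, at one fixed dose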
Starred values were filed as active, the others as inactive; · = not tested or not shown.

SMILES	A3G deaminase	mIAP act	MPTP block	MIN6 prolif	mIAP block	hIAP inh	APOBEC3A inh	hIAP activ	NR3A LBD binder
Cc1ccc(SCC(=O)OCC(=O)NCCC2=CCCCC2)cc1	18	0.88	-0.8	-6	12	0	2	1	-1
O=Nc1c(O)[nH]c2ccc(F)cc12	-3	0.89	-1.1	-2	11	2	-1	0.98	-3
CC(C)CNC(=O)COCc1cc(-c2ccc3c(c2)OCO3)on1	-2	1	0.5	0	-4	-10	0	1.1	-4
COc1ccc(OC)c(S(=O)(=O)N2c3cc(F)ccc3CCC2C)c1 (stereo not given)	2	1.1	1.7	-2	-8	22	1	0.78	2
CCN(CC)C(=O)CSc1n[nH]c(=O)n1CCc1ccccc1	-7	1	-1.9	-4	-3	-5	-2	1.1	1
Cc1sc2nc(COC(=O)c3ccc(N4CCCC4)c([N+](=O)[O-])c3)[nH]c(=O)c2c1C	0	0.89	1.1	0	11	7	5	0.93	0
CCCCOc1ccc(C(=O)NCC(=O)NC(C)CCc2ccccc2)cc1 (stereo not given)	2	1.1	-0.5	-6	-6	4	4	0.96	-1
COC(=O)c1cc(S(=O)(=O)N2CCN(c3cccc(C)c3)C(C)C2)c[nH]1 (stereo not given)	-2	0.91	-1.6	0	9	6	-2	0.94	3
Cc1ccc(C(C)C)c(Oc2nnnn2-c2ccccc2)c1	1	1.1	0.2	-2	-8	-7	0	1.1	·
O=C(O)CSC(=S)N1CCCC1	-7	1	0.4	4	-1	4	-3	0.96	-2
COc1ccc(C2Nc3ccccc3C(=O)N2O)cc1CN1CCOCC1 (stereo not given)	-3	0.9	0.6	2	10	-8	3	1.1	0
O=C(COC(=O)Cc1cccs1)Nc1cccc(S(=O)(=O)N2CCOCC2)c1	0	1	-2.1	0	-3	0	3	1	0
COc1ccc(-c2csc3nc(C)nc(N4CCN(C(C)=O)CC4)c23)cc1OC	0	1.1	-0.6	-3	-13	-5	5	1.1	-1
CC(=O)N1CCN(C2=Nc3cccc4cccc2c34)CC1	-3	1	-0.9	-2	0	-7	-3	1.1	1
N#CC1=C(N)OC2=C(C(=O)CCC2)C12CCN(C(=O)OCc1ccccc1)CC2	-6	1.1	2.1	-2	-7	-21	-4	1.2	4
Cc1cc(C)c(C)c(S(=O)(=O)Nc2cccnc2)c1C	-7	1	1.4	0	-3	10	-3	0.9	2
C=CCN1CCN(C(=O)c2ccc(-c3ccccc3)cc2)CC1	-2	1	0.1	-1	-2	14	-3	0.86	0
O=C(O)CCCCCN1C(=O)C(O)=C(C(=O)/C=C/c2ccccc2)C1c1cccc([N+](=O)[O-])c1 (stereo not given)	-5	1.1	-0.3	1	-6	-7	-2	1.1	0
Cc1ccc(C(=O)N/N=C\c2cc3c(cc2Br)OCO3)cn1	-12	1	0.5	-2	-1	-1	-2	1	1
O=C(O)c1cccc(N=C2NC(=O)C(CO)(CO)S2)c1	-4	1.1	2.9	-2	-9	-7	-7	1.1	3
CS(=O)(=O)c1ccc(Cl)c(NC(=O)c2ccc3ccccc3c2)c1	0	1.1	1.2	0	-12	3	1	0.97	-7
CCCc1cc(C(N)=O)c(NC(=O)C2CCCO2)s1 (stereo not given)	-6	0.89	-1.3	-3	11	13	-1	0.87	-1
CC(C)Cn1c(=O)[nH]c2ccccc21	3	1.1	-0.3	-1	-7	-8	-1	1.1	-1
CC1(C(=O)NC2CCCC2)CCC(=O)N1Cc1ccccc1Cl (stereo not given)	-5	1.1	-0.6	-1	-14	-27	-3	1.3	-1
CCOCCCN(C(=O)CCC(=O)Nc1cc(C)on1)C(C(=O)NC(C)(C)C)c1ccccc1Cl (stereo not given)	2	1	-0.2	0	-2	-15	-4	1.1	-1
NS(=O)(=O)c1cnccc1Nc1cccc(F)c1	-7	0.98	0.1	-2	2	-30	-3	1.3	-2
COc1cccc(CNn2c(-c3cccc(C)c3)nc3ccccc3c2=O)c1	-1	0.92	2.6	-3	8	6	0	0.94	2
CCC1CN(C(=O)N2CCC(C(=O)NCc3ccco3)CC2)c2ccccc2O1 (stereo not given)	-4	0.97	-1.3	-3	2	1	-2	0.99	-2
CS(=O)(=O)N(CC(=O)N1CCOCC1)c1cccc([N+](=O)[O-])c1	-8	0.91	-0.8	-4	10	10	0	0.9	-2
COc1cc(OC)c2c3c(c(C4CCCCC4)nc2c1)CCC3	-5	1	1.2	-8	-1	-1	3	1	2
COc1ccc(N2CCN(S(=O)(=O)CCNC(=O)COc3cccc(OC)c3)CC2)cc1	17	1	0.4	-3	-3	-2	-3	1	5
COc1cc(C(=O)NCCSc2ccccc2)cc(OC)c1OC	-9	0.97	2.6	-2	3	-6	-5	1.1	1
Cc1cccc(-c2n[nH]c(=S)n2/N=C/c2ccc(C)o2)c1	33	0.95	-1.0	-2	5	14	-5	0.86	3
CCOC(=O)c1cc(-c2ccccc2)n(Cc2cc(CC)no2)n1	-11	0.7	1.3	-2	30	1	-4	0.99	-4
O=C(CSc1ncc(-c2ccc(F)cc2)n1Cc1ccco1)Nc1ccc2c(c1)OCO2	0	1.1	85*	1	-7	-4	2	1	-14
CCc1ccc(-c2cc(C(=O)N/N=C/c3ccccn3)[nH]n2)cc1	-5	1	-1.7	-2	-3	-72	4	1.7	-2
Cc1ccc(S(=O)(=O)N2CCC(C(=O)NNC(=O)c3ccccc3O)CC2)cc1C	-7	0.75	1.8	-4	25	-41	0	1.4	0
Cc1cccc(C)c1NC(=O)CNC(=O)C(C)N(C)CC(=O)Nc1ccc(F)cc1 (stereo not given)	-7	0.99	0.0	3	0	-13	5	1.1	-1
CCOc1ccc2nc(N3CCCC(C(=O)NCCCN4C(C)CCCC4C)C3)sc2c1 (stereo not given)	-10	1.1	1.7	-4	-6	-47	-5	1.5	-2
CN(CC1CCCN(CCc2ccc(Cl)cc2)C1)C(=O)CC(F)(F)F (stereo not given)	-9	1.1	0.3	0	-5	-21	-6	1.2	1

An excerpt from above in order of count of non-hydrogen atoms, rising.
SMILES	A3G deaminase	mIAP act	MPTP block	MIN6 prolif	mIAP block	hIAP inh	APOBEC3A inh	hIAP activ	NR3A LBD binder
O=Nc1c(O)[nH]c2ccc(F)cc12	-3	0.89	-1.1	-2	11	2	-1	0.98	-3
NS(=O)(=O)c1cnccc1Nc1cccc(F)c1	-7	0.98	0.1	-2	2	-30	-3	1.3	-2
CCCc1cc(C(N)=O)c(NC(=O)C2CCCO2)s1 (stereo not given)	-6	0.89	-1.3	-3	11	13	-1	0.87	-1
O=C(O)c1cccc(N=C2NC(=O)C(CO)(CO)S2)c1	-4	1.1	2.9	-2	-9	-7	-7	1.1	3
COc1cc(OC)c2c3c(c(C4CCCCC4)nc2c1)CCC3	-5	1	1.2	-8	-1	-1	3	1	2
CS(=O)(=O)c1ccc(Cl)c(NC(=O)c2ccc3ccccc3c2)c1	0	1.1	1.2	0	-12	3	1	0.97	-7
CN(CC1CCCN(CCc2ccc(Cl)cc2)C1)C(=O)CC(F)(F)F (stereo not given)	-9	1.1	0.3	0	-5	-21	-6	1.2	1
CCCCOc1ccc(C(=O)NCC(=O)NC(C)CCc2ccccc2)cc1 (stereo not given)	2	1.1	-0.5	-6	-6	4	4	0.96	-1
CCC1CN(C(=O)N2CCC(C(=O)NCc3ccco3)CC2)c2ccccc2O1 (stereo not given)	-4	0.97	-1.3	-3	2	1	-2	0.99	-2
COc1ccc(N2CCN(S(=O)(=O)CCNC(=O)COc3cccc(OC)c3)CC2)cc1	17	1	0.4	-3	-3	-2	-3	1	5
O=C(O)CCCCCN1C(=O)C(O)=C(C(=O)/C=C/c2ccccc2)C1c1cccc([N+](=O)[O-])c1 (stereo not given)	-5	1.1	-0.3	1	-6	-7	-2	1.1	0
CCOCCCN(C(=O)CCC(=O)Nc1cc(C)on1)C(C(=O)NC(C)(C)C)c1ccccc1Cl (stereo not given)	2	1	-0.2	0	-2	-15	-4	1.1	-1

The list continues:
SMILES	A3G deaminase	mIAP act	MPTP block	MIN6 prolif	mIAP block	hIAP inh	APOBEC3A inh	hIAP activ	NR3A LBD binder
CC(C)CO/C(=N/S(=O)(=O)c1ccccc1)c1ccccc1	-2	1	6.4	-3	0	3	0	0.97	-3
CCOCCCNC(=O)C1CCCN(S(=O)(=O)c2cccc3nsnc23)C1 (stereo not given)	6	1	-0.9	0	-2	1	0	0.99	2
COc1ccc(Cl)cc1NC(=O)c1nnn(CC(=O)Nc2cc(C)cc(C)c2)c1N	-4	1.1	-1.5	-2	-7	21	11	0.79	-6
COc1cccc(C(=O)N2CCN(C(=O)C3COc4ccccc4O3)CC2)c1 (stereo not given)	-7	1	-0.7	3	-4	1	-4	0.99	0
ON1C2CCCCC2N(O)C1c1ccccc1C(F)(F)F (stereo not given)	-4	0.95	-0.5	1	5	17	-1	0.83	0
CC(C)(C)[C@H]1C=C(C(=O)NCc2nc3ccccc3[nH]2)O[C@@H](OCCCCO)C1	3	1.1	-0.8	2	-10	9	3	0.91	4
O=C(NCc1cccnc1)Nc1ccc(Cl)cc1Cl	-9	1.3	1.5	1	-32	-16	-1	1.2	-24
O=C(CSc1cccc(C(F)(F)F)c1)Nc1nnc(C2CC2)s1	-6	0.99	-0.6	1	1	0	0	1	0
Cc1ccc(NC(=O)c2ccc(Cl)nc2)cc1	-1	0.95	-0.2	-3	5	0	5	1	0
Cc1cc(-c2nnc(SCCC(=O)Nc3ccccc3)o2)no1	-6	0.94	-0.1	-3	6	4	-2	0.96	-1
O=C(O)c1ccccc1NC(c1ccccc1)c1ccc(Cl)cc1 (stereo not given)	0	0.91	1.4	-3	9	-1	1	1	-22
COc1ccc(OC)c(/C=N/NC(=O)C(=O)N2CCCCCC2)c1	-12	0.98	0.3	3	2	-4	-4	1	-4
Cc1occc1C(=O)N/N=C/C=C/c1ccccc1	-4	1	-2.0	-1	-3	2	0	0.98	3
CCn1c(C)c(C(C)=O)c(N2CCC(C(N)=O)CC2)nc1=S	-1	1	0.5	-2	-2	11	-1	0.89	2
CC(C)(C)C(=O)N1CCN(c2ccc(Cl)cc2[N+](=O)[O-])CC1	-3	0.94	-0.6	-1	6	-12	4	1.1	-1
CCn1c(SCC(=O)Nc2ccccc2C(=O)OC)nnc1-c1ccc(N)cc1	-6	1	-1.3	0	-1	6	-1	0.94	-1
Cc1ccc(CSc2nc3c(c(N(C)C)n2)CCCC3)cc1	-2	0.99	3.2	-3	1	-6	3	1.1	5
c1cncc(-c2cnc3ccccc3c2)c1	-7	0.94	-1.1	-1	6	15	-2	0.85	-3
CCN1CCN(C(c2cccnc2)c2cc(Cl)c3cccnc3c2O)CC1 (stereo not given)	-1	0.98	-4.4	-6	2	10	5	0.9	-3

An unsorted share of the library (roughly 5% active in at least one column).
